CHO-K1 Ca antag = M1 antagonist counterscreen hit in parental CHO-K1 cells | ATP-induced calcium, Fluo-8 fluorescence | inhibition, % at 3 µM | hit rate 0.6% among 360,000 | AID 602250;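 active means inhibition above a per-plate cutoff, the plate's mean sample inhibition plus 3 SD, cut at about 24% in these data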;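 further: 0% = DMSO plus EC80 ATP and 100% = DMSO alone without ATP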
CHRM5 PAM = potentiates acetylcholine response at human M5 receptor; P08912; CHO-K1 hM5, Fluo-8 calcium, ACh EC20 PAM; 0% = ACh EC20, 100% = ACh EC100; activation, % at 3 µM; hit rate 0.3% among 360,000;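 active means activation above the run cutoff, the mean activation of all test compounds plus 3 SD, cut at about 18% in these data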
Target sequence (P08912 whole entry, looked up): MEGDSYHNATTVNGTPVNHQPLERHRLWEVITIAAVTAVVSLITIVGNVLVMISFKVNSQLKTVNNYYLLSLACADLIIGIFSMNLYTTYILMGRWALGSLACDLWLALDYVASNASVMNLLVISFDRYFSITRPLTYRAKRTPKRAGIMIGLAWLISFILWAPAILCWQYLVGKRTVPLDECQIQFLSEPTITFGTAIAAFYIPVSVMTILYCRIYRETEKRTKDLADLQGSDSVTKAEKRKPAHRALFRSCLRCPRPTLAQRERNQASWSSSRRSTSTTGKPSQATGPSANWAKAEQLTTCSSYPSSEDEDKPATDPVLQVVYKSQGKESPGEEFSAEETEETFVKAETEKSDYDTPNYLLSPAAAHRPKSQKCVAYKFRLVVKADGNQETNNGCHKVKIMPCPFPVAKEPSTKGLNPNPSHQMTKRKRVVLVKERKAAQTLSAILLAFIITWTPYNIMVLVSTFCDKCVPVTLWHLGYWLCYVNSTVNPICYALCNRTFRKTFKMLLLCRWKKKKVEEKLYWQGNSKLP
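Assay system: CHO-K1 hM5 cells. Also added: acetylcholine at EC20 concentration, added after compound. Dosing: 3 µM, single dose. Times: compound preincubation 140 s before EC20 acetylcholine addition. Signal: Fluo-8 calcium fluorescence. Measure: % activation relative to EC20 and EC100 ACh responses. Repeats: singlicate, one well per test compound.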
M4 PAM = positive allosteric modulators of human muscarinic M4 receptor | P08173 | CHO-K1 hM4/Gqi5, Fluo-8 calcium fluorescence, ACh EC20; 0% = ACh EC20, 100% = maximal ACh | activation, % at 3 µM | hit rate 0.4% among 360,000 | AID 624126;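 active means activation above its plate's cutoff, the mean activation of sample wells plus 3 SD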; further: some results filed as inactive read as strong as hits
Target sequence (P08173 whole entry, looked up): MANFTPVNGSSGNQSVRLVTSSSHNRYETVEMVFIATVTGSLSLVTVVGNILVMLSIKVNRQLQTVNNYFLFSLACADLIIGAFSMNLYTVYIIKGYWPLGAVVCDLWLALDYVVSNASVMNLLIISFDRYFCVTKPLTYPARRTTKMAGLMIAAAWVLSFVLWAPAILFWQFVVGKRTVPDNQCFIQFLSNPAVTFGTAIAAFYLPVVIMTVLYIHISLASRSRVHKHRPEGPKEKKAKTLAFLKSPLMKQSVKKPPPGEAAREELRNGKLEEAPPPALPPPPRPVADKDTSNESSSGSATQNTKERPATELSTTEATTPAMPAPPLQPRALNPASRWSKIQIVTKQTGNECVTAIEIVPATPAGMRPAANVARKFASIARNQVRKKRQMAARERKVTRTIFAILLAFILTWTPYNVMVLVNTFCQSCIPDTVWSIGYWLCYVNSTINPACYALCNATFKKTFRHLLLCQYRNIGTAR
M1 ag parental = M1 agonist counterscreen hit in parental CHO-K1 cells; Fluo-8 calcium fluorescence; scaled to maximal ATP response, vehicle zero; activation, % at 3 µM; hit rate 0.48% among 360,000; in the data active means activation above about 15%;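 further: untransfected CHO-K1 host cells lacking M1 receptor as counterscreen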
M5 ag = agonists of human muscarinic M5 receptor (CHRM5); P08912; activation, % at 3 µM; CHO-K1 hM5 cells, Fluo-8 calcium fluorescence; 0% DMSO wells, 100% maximal acetylcholine response; hit rate 0.19% among 360,000; AID 624037;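 active means activation above the run's mean over test compounds plus 3 SD, cut at about 23% in these data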;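 further: signal is peak over basal fluorescence ratio across the kinetic read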
CHO-K1 Ca PAM = nonselective activator or artifact in parental CHO-K1 calcium assay; ATP EC20, Fluo-8 calcium fluorescence; 0% at ATP EC20, 100% at ATP max; activation, % at 3 µM; hit rate 0.02% among 360,000; AID 602247;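 active means activation above the run cutoff, the mean activation of all test compounds plus 3 SD, cut at about 40% in these data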;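 further: peak over basal fluorescence ratio in a 140 s read after ATP addition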
M5 antag = blocks acetylcholine activation of human M5 receptor. AID 624040. CHO-hM5 cells, Fluo-8 calcium fluorescence, ACh EC80. P08912. hit rate 0.59% among 360,000. inhibition, % at 3 µM;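 active means inhibition above a per-plate cutoff, the mean of that plate's test compounds plus 3 SD, cut at about 27% in these data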;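 further: 0% = acetylcholine EC80 with DMSO and 100% = DMSO without agonist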
M4 ag = CHRM4 agonism in calcium assay; CHO-K1 hM4/Gqi5, Fluo-8 calcium fluorescence; vehicle 0%, full acetylcholine response 100%; hit rate 0.14% among 360,000; P08173; activation, % at 3 µM;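 active means activation above the run mean over all test wells plus 3 SD, cut at about 32% in these data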;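 further: peak over basal fluorescence ratio per well then scaled between controls; 0% = DMSO wells and 100% = acetylcholine at EC100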
CHRM4 antagonist = antagonists of human muscarinic M4 receptor (CHRM4) | CHO-hM4 cells, ACh EC80, Fluo-8 calcium fluorescence | hit rate 0.73% among 360,000 | AID 624125 | inhibition, % at 3 µM;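 active means inhibition above its plate's cutoff, the mean inhibition of sample wells plus 3 SD, cut at about 27% in these data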;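 further: 0% = acetylcholine EC80 with DMSO and 100% = DMSO without agonist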
Numbers without * were called inactive. This is a random part of the collection. Share with any hit: about 2.7%.

SMILES | CHO-K1 Ca antag | CHRM5 PAM | M4 PAM | M1 ag parental | M5 ag | CHO-K1 Ca PAM | M5 antag | M4 ag | CHRM4 antagonist
O=C(O)c1ccc(N2C(=O)CC(N3CCN(c4cccc(Cl)c4)CC3)C2=O)cc1 (stereo unspecified) | -8 | 6 | -3 | 0.1 | 5 | 13 | -6 | 0 | 4
CC(C)Sc1cc(N2CCOCC2)nc(-c2ccccc2)n1 | -29 | 5 | 32* | 3.0 | 3 | 37 | -5 | -1 | -12
CCCCN(CC)CCNC(=O)C1CCN(S(=O)(=O)c2cccc3nsnc23)CC1 | -16 | -3 | -6 | 0.2 | -8 | 11 | 5 | 1 | 1
O=C(NC1CCCC1)c1cccc2c1C(=O)c1ccc(Cl)cc1S2(=O)=O | -2 | -7 | 9 | 0.0 | 5 | -12 | 5 | 1 | 2
COc1cc(OC)cc(C(=O)NC2CCN(Cc3nnnn3Cc3ccc(F)cc3)CC2)c1 | -11 | 1 | 2 | -0.8 | -6 | 1 | -11 | 0 | -5
COc1ccc(NS(=O)(=O)c2ccc3[nH]c(=O)[nH]c3c2)cc1OC | -5 | -3 | 5 | -0.4 | -2 | 16 | 14 | 1 | -31
O=C(Nc1ccc2c(c1)Cc1ccccc1-2)c1ccncc1 | -12 | -3 | -2 | 4.1 | 0 | 13 | 3 | 6 | -2
O=S(=O)(O)c1ccc(N2N=C(c3ccccc3)CC2c2ccccc2)cc1 (stereo unspecified) | -6 | 1 | 8 | -0.1 | -3 | 3 | -5 | 1 | 4
C/C(=N\OCC(=O)OCC(=O)Nc1cc(S(C)(=O)=O)ccc1Cl)c1ccc2c(c1)OCO2 | 2 | -17 | 10 | 1.1 | -1 | -21 | 11 | 4 | -19
O=C(OCC(O)C(O)C(O)COC(=O)c1ccccc1)c1ccccc1 (stereo unspecified) | 2 | 2 | 2 | 1.2 | 2 | 13 | 5 | 2 | -4
COc1ccccc1C(=O)NC(=S)Nc1ccc(N2CCN(C(=O)c3ccco3)CC2)cc1 | 9 | 5 | 11 | 1.0 | -3 | 1 | 10 | 2 | -5
COc1ccc(S(=O)(=O)Cc2ccc(C(=O)NCCc3cc(OC)ccc3OC)o2)cc1 | -16 | -21 | -19 | 5.6 | -7 | 7 | 3 | 11 | 2
Cc1ccc(NC(=O)CN(C)C(=O)C2CCC2)cc1 | -11 | 2 | 6 | 1.5 | -1 | -1 | 0 | 1 | -3
COc1ccc(OCCn2cc(/C(N)=N/O)c3ccccc32)cc1 | -14 | -3 | -8 | 2.4 | 1 | 13 | 11 | 2 | 19
CCn1c(=O)c(C(=O)NC(C)C)c(O)c2ccccc21 | -14 | -3 | 3 | -0.4 | 2 | 10 | -1 | 0 | -5
O=C1C2=C(c3ccccc31)[N+](=O)[C@@H]1CCCC[C@@H]1N2[O-] | -9 | -1 | 7 | 0.4 | 1 | 18 | -2 | 1 | 2
COc1ccc([C@H]2/C=C\CN(S(=O)(=O)c3cccc4cccnc34)[C@@H](C)C(=O)N2Cc2ccc(F)cc2)cc1 | -7 | -17 | -10 | -0.2 | 0 | -4 | 14 | 6 | 6
Nc1ncnc2c1nc(Sc1ccc(Cl)cc1)n2[C@@H]1O[C@@H]2COP(=O)(O)O[C@H]2[C@H]1O | 1 | 1 | 2 | 0.4 | 0 | 6 | -1 | -1 | 0
CCCCCCC1CCC(C(=O)Nn2c(C)nc3ccccc3c2=O)CC1 (stereo unspecified) | 0 | 9 | -2 | -0.1 | 0 | 10 | -11 | 0 | 2
CC(=O)n1cc(/C=N/NC(=O)c2ccc([N+](=O)[O-])cc2)c2ccccc21 | -16 | -1 | -3 | 3.4 | -2 | 9 | 6 | 3 | -6
Cc1ccccc1OCC(=O)OCC(=O)N1CCc2ccccc21 | 10 | -8 | 3 | 0.0 | -4 | -22 | 13 | 2 | -8
O=[N+]([O-])c1ccccc1/C=N/NC1=NCCN1 | -14 | 19* | 11 | 0.6 | 0 | 22 | -9 | 1 | -10
COc1cc(OC)cc(-c2c(-c3cccs3)c3cc(-c4ccc5c(c4)OCO5)ccc3n2C)c1 | -10 | 3 | 11 | 0.6 | 4 | 8 | 7 | 2 | -8
COc1cc2ncnc(NCc3ccco3)c2cc1OC | 7 | -3 | 1 | 1.1 | 0 | -8 | 7 | 2 | -4
Cn1cc(Cl)c(C(=O)NC2CCCC2)n1 | -5 | 0 | 2 | 0.8 | 2 | 14 | 3 | 0 | 2
CS(=O)(=O)c1cccc(C(=O)OCC(=O)NCc2cccs2)c1 | -19 | 0 | 4 | 0.3 | 2 | -7 | -5 | 0 | -6
O=[N+]([O-])c1ccc(C=Nc2ccc(Cl)cc2Cl)s1 | -24 | 2 | -5 | 1.0 | 2 | 19 | 8 | 1 | 7
CN(C)/C=C/C(=O)c1ncc(C(F)(F)F)cc1Cl | 6 | -6 | 4 | 0.0 | -1 | -7 | 18 | 1 | 5
Cc1ccc(/C=c2\sc3nc(-c4ccccc4Br)nn3c2=O)o1 | -4 | 1 | 0 | 0.5 | -4 | 12 | -1 | 1 | -1
CC(=O)c1ccc(OC(C)C)c(CSc2nc(O)cc(=O)[nH]2)c1 | -11 | -4 | 3 | 0.1 | -3 | 19 | 0 | -1 | 4
COc1cc(C(=O)NNC(=O)CNC(=O)c2ccc(Br)o2)cc(OC)c1OC | 4 | 2 | 4 | -0.3 | -2 | 11 | 11 | 1 | 6
CCOc1ccc(N2CC(C(=O)N3CCN(C(=O)c4ccco4)CC3)CC2=O)cc1 (stereo unspecified) | -23 | -3 | 2 | 0.0 | -5 | -1 | 10 | 1 | -14
COc1ccc(N2CCN(C(=O)C(C)(C)Oc3ccc(Cl)cc3)CC2)cc1 | -8 | -8 | 2 | 1.1 | 1 | 21 | 6 | 3 | -5
CCCC(c1nnnn1CCOC)N1CCN(c2cccc(OC)c2)CC1 (stereo unspecified) | -11 | 3 | -5 | -0.1 | -1 | 5 | 3 | 1 | -10
COc1ccc(CN2CCNC(=O)C2CC(=O)NCCSc2nccn2C)cc1OC (stereo unspecified) | 3 | 1 | -1 | 11 | -1 | 12 | -2 | 0 | 9
Cc1sc2nc(CN3CCCC3)nc(NCc3ccncc3)c2c1C | -9 | -18 | -17 | 5.5 | -4 | 4 | 23 | 19 | -5
COc1cccc(C2=CC(c3cc(OC)ccc3OC)n3nnnc3N2)c1 (stereo unspecified) | 4 | 5 | -5 | -0.1 | -3 | 2 | -3 | -1 | -3
COc1cc(OC)nc(NC(=O)CS(=O)(=O)c2ccccc2)n1 | 8 | 4 | 3 | 0.5 | 1 | -2 | -4 | 0 | 13
CC(C)Sc1oc(-c2ccco2)nc1S(=O)(=O)c1ccc(F)cc1 | -18 | -4 | 1 | -0.1 | -3 | 1 | -1 | 0 | -4
Cc1ccc(N(CC(=O)NCC2CCCO2)S(=O)(=O)c2ccccc2)c(C)c1 (stereo unspecified) | 8 | 0 | -1 | 0.0 | -4 | -10 | 9 | 0 | -14
CC1=C(C(=O)OCc2ccccc2)C(c2ccc(N(C)C)cc2)NC(=O)N1 (stereo unspecified) | -27 | 2 | -3 | -0.1 | -1 | 2 | -1 | 0 | 4
Cc1nc(SCCC(C)C)c([N+](=O)[O-])[nH]1 | 3 | 1 | 0 | 0.5 | -2 | 12 | -3 | 0 | 3
CCOc1ccc(NC(=O)C2CCN(C(=O)NCc3ccccc3)CC2)cc1 | 18 | 1 | 8 | -0.1 | -2 | -6 | 2 | 0 | -4
CCCCC(=O)Nc1nc(C)c(C(C)=O)s1 | -7 | -2 | 8 | 0.0 | 1 | -5 | -5 | 0 | -24
COc1cccc(NC(=O)C2CSC3(C)CCC(=O)N23)c1 (stereo unspecified) | -3 | -1 | 4 | 0.7 | -1 | 21 | 12 | 1 | -2
CNC(=O)n1cc(C)c(-c2cccs2)n1 | -3 | -3 | 0 | -0.1 | -4 | 0 | 3 | -1 | 6
CN1CCN(C(c2ccc(Br)cc2)c2cc(Cl)c3cccnc3c2O)CC1 (stereo unspecified) | -20 | 0 | 0 | 5.6 | 0 | 28 | -2 | 12 | 3
COCCN(CCOC)Cc1cc(=O)oc2cc(OC)ccc12 | 7 | 2 | 4 | 0.9 | 4 | 7 | -3 | 1 | -6
COCCN(C(=O)COC(=O)Cc1c(C)nc2ccccc2c1C)c1c(N)n(CC(C)C)c(=O)[nH]c1=O | -19 | 1 | 13 | 0.4 | 0 | 0 | 4 | 0 | -16
O=C(NC1CC1)c1ccc(-c2ccccc2)cc1 | -11 | -1 | 0 | 2.0 | -3 | 15 | 2 | 2 | -21
COc1cc(/C=N/NC(=O)c2cccnc2)ccc1OS(=O)(=O)c1ccc(F)cc1 | -2 | -12 | -4 | 5.5 | 7 | -3 | 6 | 22 | 11

Exported tab-delimited: part of the list above
SMILES	CHO-K1 Ca antag	CHRM5 PAM	M4 PAM	M1 ag parental	M5 ag	CHO-K1 Ca PAM	M5 antag	M4 ag	CHRM4 antagonist
CC1=C(C(=O)OCc2ccccc2)C(c2ccc(N(C)C)cc2)NC(=O)N1 (stereo unspecified)	-27	2	-3	-0.1	-1	2	-1	0	4
Cc1nc(SCCC(C)C)c([N+](=O)[O-])[nH]1	3	1	0	0.5	-2	12	-3	0	3
CCOc1ccc(NC(=O)C2CCN(C(=O)NCc3ccccc3)CC2)cc1	18	1	8	-0.1	-2	-6	2	0	-4
CCCCC(=O)Nc1nc(C)c(C(C)=O)s1	-7	-2	8	0.0	1	-5	-5	0	-24
COc1cccc(NC(=O)C2CSC3(C)CCC(=O)N23)c1 (stereo unspecified)	-3	-1	4	0.7	-1	21	12	1	-2
CNC(=O)n1cc(C)c(-c2cccs2)n1	-3	-3	0	-0.1	-4	0	3	-1	6
CN1CCN(C(c2ccc(Br)cc2)c2cc(Cl)c3cccnc3c2O)CC1 (stereo unspecified)	-20	0	0	5.6	0	28	-2	12	3
COCCN(CCOC)Cc1cc(=O)oc2cc(OC)ccc12	7	2	4	0.9	4	7	-3	1	-6
COCCN(C(=O)COC(=O)Cc1c(C)nc2ccccc2c1C)c1c(N)n(CC(C)C)c(=O)[nH]c1=O	-19	1	13	0.4	0	0	4	0	-16
O=C(NC1CC1)c1ccc(-c2ccccc2)cc1	-11	-1	0	2.0	-3	15	2	2	-21
COc1cc(/C=N/NC(=O)c2cccnc2)ccc1OS(=O)(=O)c1ccc(F)cc1	-2	-12	-4	5.5	7	-3	6	22	11

Source: PubChem
